# High-throughput results from PubChem BioAssay.
# GALK inhibitor = galactokinase (human) inhibition; Purified GALK, Kinase-Glo residual ATP luminescence; Potency, µM (titrated, usually from 57.5 µM), inactives show top-dose activity change, negative = inhibition, usual class: inhibitors; actives 0.007% (n = 270,000); AID 1868; also: potency is read from the fitted curve at half-maximal effect; % is scaled to controls: 0 for no effect and ±100 for the full control effect
# Target sequence (P51570 whole entry, looked up): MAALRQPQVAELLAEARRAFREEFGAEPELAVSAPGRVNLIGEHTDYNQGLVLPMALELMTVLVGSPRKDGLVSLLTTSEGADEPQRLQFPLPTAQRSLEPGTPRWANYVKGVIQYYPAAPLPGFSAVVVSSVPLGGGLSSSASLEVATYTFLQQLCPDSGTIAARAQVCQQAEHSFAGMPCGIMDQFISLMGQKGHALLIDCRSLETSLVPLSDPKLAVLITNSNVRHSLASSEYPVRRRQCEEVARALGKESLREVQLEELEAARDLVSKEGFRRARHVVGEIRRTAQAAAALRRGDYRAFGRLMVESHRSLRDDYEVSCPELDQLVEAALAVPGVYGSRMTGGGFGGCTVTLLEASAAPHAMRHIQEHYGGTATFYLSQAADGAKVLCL
#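 5 nM enzyme, 35 uM ATP, 100 uM galactose, 20 mM HEPES pH8.0, 5 mM MgCl2; 1 h RT; residual ATP by Kinase-Glo Plus luminescence, qHTS format.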
# CXXC DNA block = inhibitors of human MLL CXXC domain-DNA interaction; Q03164; MLL-CXXC / FITC-HOXA9 DNA fluorescence polarization; Potency, µM (doses to about 115 µM), for inactives: at the highest dose activity change, negative = inhibition, actives largely listed as inhibitors; actives 0.037% (n = 290,000); AID 2662; active = well fitted inhibition curve with a large enough effect in the polarisation, with a control signal flat, not every such curve was filed as active; inconclusive = small, poorly fitted or top-dose-only effect, or effect the other way, or a change in a side signal; inactive = no such curve, though single readings can be large or run the other way; the % refers to the polarisation; also: potency is read from the fitted curve at half-maximal effect
#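 Purified MLL-CXXC (added from a 7 uM solution) was preincubated 5 min at ambient with pinned compounds in 50 mM Tris-HCl pH 7.5, 50 mM NaCl, 1 mM DTT, 0.05% BSA. Fluorescein-labeled HOX-A9 DNA (50 nM solution) followed, 30 min, then polarization read.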
# A-T KAP1 phos = candidate therapy for ataxia-telangiectasia. Potency, µM (highest dose often 57.5 µM), inactives show top-dose activation, actives largely listed as activators. AID 485349. actives 0.19% (n = 320,000). […] A-T fibroblasts, KAP-1 phosphorylation AlphaLISA; neocarzinostatin DNA damage 30 min before lysis; also: potency is read from the fitted curve at half-maximal effect; % of control where 0% means no effect; nearly all actives have a fitted effect of over 45% in size
#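 ATM-like activity read as KAP-1 phosphorylation via AlphaLISA donor/acceptor antibody pairs after lysis and 6 hr at 25C. Cells were ATM-null patient fibroblasts ([…], hTERT), dosed 60 min, then exposed to the DSB inducer NCS for 30 min.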
# a7 integrin act = integrin-mediated muscular dystrophy alleviation activation; alpha7betagal myoblasts, beta-gal FDG fluorescence, 48 h; Potency, µM (highest dose often 38.3 µM), inactives show at the highest dose activation, hits mostly activators; actives 0.064% (n = 350,000); AID 624291;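 also: potency is read from the fitted curve at half-maximal effect; 100% = response of the positive control SU9516; nearly all actives have a fitted effect of over 60% in size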
#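 Alpha7betagal+/- myoblasts (passage 13) were plated 16-24 hr, then exposed to compounds (1:260 dilution of DMSO stock) for 48 hours at 37C. After MPER lysis, β-galactosidase reporter activity was read as FDG fluorescence (ex 480/em 540) after 30 minutes.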
# TRPV1 agonist = human TRPV1 agonism | Q8NER1 | TRPV1-expressing cells, Fluo-8 calcium influx, agonist mode | activation, % at 8.33 µM | actives 0.19% (n = 320,000) | AID 540275; in the data active = activation above about 80%; inconclusive = between about 30% and that limit; also: 0% is about no effect
#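 Cells expressing TRPV1 were dye-loaded with Fluo-8 and read kinetically: 10 s baseline, 3 min after compound (agonist portion), then 2 min after EC20 capsaicin (allosteric enhancer portion). Calcium-bound dye fluorescence at 480/520 nm.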
# MBNL1-CUG inh = inhibitors of human MBNL1 binding to CUG repeat RNA; AID 2675; TR-FRET MBNL1-His/biotin-(CUG)12 binding, 665/545 ratio; actives 0.036% (n = 280,000); Q9NR56; Potency, µM (titrated, usually from 57.5 µM), inactives show top-dose activity change, negative = inhibition, usual class: inhibitors; active = well fitted inhibition curve with a large enough effect in the signal ratio, with a control signal flat, not every such curve was filed as active; inconclusive = small, poorly fitted or top-dose-only effect, or effect the other way, or a change in a side signal; inactive = no such curve, though single readings can be large or run the other way; the % refers to the signal ratio; also: potency is read from the fitted curve at half-maximal effect; % is scaled to controls: 0 for no effect and ±100 for the full control effect
#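 MBNL1-His + Biotin-(CUG)12, cpd titration 92 nM–58 uM; Tb anti-His Ab 0.055 ng/ul, SA-XL665 5 nM (final); 60 min RT; ratiometric 665/545 nm, Ex 340 nm; normalized to buffer and full-complex controls.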
# S-ASM inh = human S-ASM enzyme inhibition; AID 504937; placental ASM, HMU-PC fluorogenic substrate, 60 min; actives 0.006% (n = 340,000); Potency, µM (titrated, usually from 57.5 µM), inactives show at the top dose activity change, negative = inhibition, usual class: inhibitors; also: potency is read from the fitted curve at half-maximal effect
# Target sequence (P17405 47-631 limits assumed): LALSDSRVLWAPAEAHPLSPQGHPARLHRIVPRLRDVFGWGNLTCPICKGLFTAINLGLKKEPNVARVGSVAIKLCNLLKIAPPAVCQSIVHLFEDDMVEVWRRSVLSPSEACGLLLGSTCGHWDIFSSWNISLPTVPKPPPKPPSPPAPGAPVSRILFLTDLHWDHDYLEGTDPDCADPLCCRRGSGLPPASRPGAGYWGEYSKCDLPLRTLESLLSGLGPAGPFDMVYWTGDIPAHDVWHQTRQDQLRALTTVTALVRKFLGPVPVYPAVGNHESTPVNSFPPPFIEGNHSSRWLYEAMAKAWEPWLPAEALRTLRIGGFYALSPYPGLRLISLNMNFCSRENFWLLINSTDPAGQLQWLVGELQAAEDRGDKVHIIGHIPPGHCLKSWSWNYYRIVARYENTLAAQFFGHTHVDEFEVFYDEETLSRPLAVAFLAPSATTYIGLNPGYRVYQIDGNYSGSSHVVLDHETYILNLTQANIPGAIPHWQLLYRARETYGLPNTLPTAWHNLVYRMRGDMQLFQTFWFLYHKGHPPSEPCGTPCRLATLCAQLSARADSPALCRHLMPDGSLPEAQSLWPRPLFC
#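 HMU-PC0 cleavage (9 uM final) by human placental ASM, 60 min at 37 °C following 10 min compound exposure at RT; stopped at pH 10, fluorescence Ex 386/Em 447 nm.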
# Coupling enz = counter-screen for Giardia aldolase inhibitors: coupling enzyme system; AID 2472; coupling enzyme system counterscreen, AmpLite Red fluorescence; activity change, negative = inhibition, % at 58.2 µM, hits read low; actives 0.67% (n = 290,000); in the data active = activity change below about -30%; also: % is scaled to controls: 0 for no effect and ±100 for the full control effect
#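 Final compound at 57.5 uM, incubated 10 min at RT with coupling enzyme reagent (glyceraldehyde-3-phosphate), then 20 min with substrate and AmpLite Red detection. Fluorescence read at 525/598 nm; tests interference with the coupling assay, not aldolase inhibition.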
# KCNH2 3.1 block = KCNH2 3.1 (human) potassium channel inhibition; U2OS KCNH2 3.1, thallium flux FluxOr; hits give low values; activity change, % (tested at about 1.8 µM); actives 0.95% (n = 340,000); AID 720553;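 active = maximum activity change below -70%; inconclusive = maximum activity change from -70% to -50%; inactive = maximum activity change above -50%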;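 also: thallium influx rate constant from kinetic fluorescence after stimulation buffer; % is scaled to controls: 0 for no effect and ±100 for the full control effect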
#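 Virally transduced U2OS (3.1 isoform, 4 h infection in dark at RT) → overnight 37 C → FluxOr + Red40 in HBSS/HEPES, 45 min → stimulation buffer, 2 min kinetic read → rate constant vs DMSO controls.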
# hERG WT inh = blocks the wildtype human KCNH2 potassium channel. U2OS, BacMam KCNH2, thallium flux FluxOr; hits give low values. activity change, % at 1.84 µM. actives 0.37% (n = 340,000). AID 720551;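 active = maximum activity change below -70%; inconclusive = maximum activity change between -70% and -50%; inactive = maximum activity change above -50%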; also: % is scaled to controls: 0 for no effect and ±100 for the full control effect
#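 U2OS cells were transduced with wild-type KCNH2 virus (2.03 x 10^8 / mL) for 4 h at room temperature, then cultured overnight at 37 C. Thallium flux was read with FluxOr dye. Rate constants were normalized to DMSO controls.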
# * hit, by the source's call; ? = inconclusive; / = not tested or not shown; [ ] = another dose, or the depositor's remark. Unless noted, calls follow the shape of the dose curve; as a rule, active = well fitted curve in the direction sought with a large enough effect; inconclusive = small, poorly fitted or top-dose-only effect, or another doubt; inactive = no such curve, though single readings can be large; an effect the other way counts as inactive or inconclusive.
SMILES,GALK inhibitor,CXXC DNA block,A-T KAP1 phos,a7 integrin act,TRPV1 agonist,MBNL1-CUG inh,S-ASM inh,Coupling enz,KCNH2 3.1 block,hERG WT inh
CC1=C(C(=O)Nc2ccccc2)C(c2ccc(O)cc2)N2C(=O)CSC2=N1 (stereo not given),-1%,11%,4%,3%,-1,4%,-7%,-1,-3,6
C/C(=N\NC(=O)C(c1ccncc1)N1CCOCC1)c1ccc(Br)cc1 (stereo not given),/,1%,1%,18%,13,18%,4%,2,0,1
COc1ccc(CCn2c(N)cc(=O)[nH]c2=S)cc1OC,0%,0%,4%,3%,-2,-1%,-3%,1,28,9
O=C(O)c1ccc(COc2ccc3ccccc3c2/C=C2/NC(=O)N(Cc3ccc(F)cc3)C2=O)cc1,-3%,-5%,5%,-19%,15,15%,69%[activator],-14,3,-3
Cc1ccccc1NC(=O)/C(C#N)=C/c1ccsc1,2%,-26%,-2%,18%,2,3%,/,0,-2,-1
COc1cccc(OC)c1-c1nnc(-c2cn(C)c3ccccc23)o1,-3%,5%,0%,6%,6,-5%,-9%,2,-5,0
CC(C)c1ccc(OCC(=O)NNC(=S)NC(=O)c2ccco2)c(Br)c1,3%,2%,1%,-24%,-1,-2%,-3%,11,-2,-16
COCCNC(=O)C(=O)NCCN1CCOCC1,3%,4%,/,8%,-2,1%,4%,3,-7,1
O=C(CSc1ccc(-c2ccccn2)nn1)Nc1ccc(F)cc1F,-2%,4%,14%,-25%,-3,3%,-1%,/,-2,5
COc1cc(C(C(=O)NC(C)(C)C)N(Cc2ccc3c(c2)OCO3)C(=O)c2cnccn2)cc(OC)c1OC (stereo not given),-1%,-6%,7%,14%,-2,0%,1%,0,-5,4
O=C(CN(Cc1ccc(F)cc1)C(=O)CCC(=O)Nc1ccccn1)NCc1ccc(F)cc1,-1%,5%,2%,5%,0,0%,1%,-2,10,11
C=CCN1C(=O)C2C3C=CC(C2C1=O)C1C2C(=O)N(CC=C)C(=O)C2C31 (stereo not given),0%,-15%,-4%,5%,0,4%,3%,-2,-2,-13
CCOC(=O)N1CCN(C(=O)C2CC(=O)N(c3ccccc3)C2)CC1 (stereo not given),-3%,-5%,4%,-24%,-3,-2%,-1%,/,12,5
O=C(O)/C=C/C(=O)N1Cc2cc3ccccc3nc2C1,0%,34%[activator],-7%,-1%,-1,-2%,3%,1,0,-2
COc1ccc(C2CC(c3ccc(Cl)cc3)=NN2C(=O)c2cccc([N+](=O)[O-])c2)cc1 (stereo not given),1%,3%,4%,-2%,5,2%,-11%,-6,-30,-9
O=C(Nc1ccccc1)C1C2CCCCC21 (stereo not given),-3%,-5%,0%,?,?,0%,-3%,-3,-15,2
COc1ccc(NC(=O)C2CCCN(c3cnccn3)C2)cc1 (stereo not given),-3%,-13%,3%,43%,12,-7%,0%,/,4,7
CCOc1ccc(C(=O)NCC(=O)N2CCCCCCC2)cc1,/,/,-3%,-18%,2,/,4%,/,-12,9
CC(CC(=O)OCC(=O)NC1CCS(=O)(=O)C1)c1ccccc1 (stereo not given),/,/,8%,8%,/,/,2%,/,20,-5
CC(C)C(=O)Nc1cccnc1,3%,7%,-4%,7%,1,1%,-7%,1,4,2
Cc1oc(/C=N/NS(=O)(=O)c2ccccc2)cc1Br,0%,2%,3%,-36%,0,/,2%,2,-21,-5
C[C@H](CO)N1C[C@H](C)[C@@H](CN(C)CC2CC2)Oc2c(NS(=O)(=O)c3ccc(F)cc3)cccc2C1=O,/,/,-9%,13%,/,/,-4%,/,-11,22
COCCC(C(=O)Oc1c(C(C)(C)C)cc(C)cc1C(C)(C)C)c1ccccc1 (stereo not given),/,/,14%,-5%,10,/,2%,/,24,5
O=C1CCC([N+](=O)[O-])C(c2ccccc2C(F)(F)F)N1 (stereo not given),-1%,9%,3%,3%,0,-7%,2%,0,-9,-1
CCCc1cc(C(=O)N2CCCN(C)CC2)cs1,5%,3%,10%,14%,3,-4%,3%,2,-7,0
Cn1c(CSCc2ccc(Cl)cc2)n[nH]c1=S,-1%,7%,1%,20%,2,-1%,1%,1,-2,-10
Cc1ccc2c(c1)C1(OCCCO1)C(=O)N2CC(=O)NN,/,/,/,-12%,/,/,-2%,/,17,1
COc1ccc(C(=O)NC(C(=O)NCc2ccccc2OC)C(C)C)cc1 (stereo not given),-1%,-4%,4%,-9%,2,-5%,4%,0,3,25
CCOc1ccccc1NC(=O)CN1CCCCCC1,0%,-10%,-2%,6%,28,1%,2%,2,16,7
Cc1cccc(-c2nc(C#N)c(NC3CCCCC3)o2)c1,2%,-4%,-1%,-12%,?,-11%,-1%,-1,16,-14

# Shown with two lines to a compound: 2 of the compounds above.
# The line under a structure holds: GALK inhibitor	CXXC DNA block	A-T KAP1 phos	a7 integrin act	TRPV1 agonist	MBNL1-CUG inh	S-ASM inh	Coupling enz	KCNH2 3.1 block	hERG WT inh
CCOc1ccccc1NC(=O)CN1CCCCCC1
 : 0%	-10%	-2%	6%	28	1%	2%	2	16	7
Cc1cccc(-c2nc(C#N)c(NC3CCCCC3)o2)c1
 : 2%	-4%	-1%	-12%	?	-11%	-1%	-1	16	-14

# (cont.)
SMILES,GALK inhibitor,CXXC DNA block,A-T KAP1 phos,a7 integrin act,TRPV1 agonist,MBNL1-CUG inh,S-ASM inh,Coupling enz,KCNH2 3.1 block,hERG WT inh
Cc1cc(/C=C2\SC(=S)NC2=O)c(C)n1-c1ccccc1,-9%,65%[activator],-11%,20%,/,/,-2%,-1,2,-3
CCOC(=O)c1cnc2c(-c3ccc(Cl)cc3)cnn2c1C,-3%,7%,5%,-8%,2,-14%,-4%,1,0,-5
O=C(/C=C/c1cc([N+](=O)[O-])ccc1OC(F)F)NCc1ccc(F)cc1,1%,6%,-5%,-22%,-3,10%,-4%,1,/,-13
Cc1cccc(-c2nnc(SC(C)C(=O)N3CCOCC3)o2)c1 (stereo not given),5%,-8%,19%,?,9,-7%,6%,/,18,-5
Cc1c(C)c(C)c(C(=O)C2CCN(c3ccc([N+](=O)[O-])cn3)CC2)c(C)c1C,3%,3%,19%,49%,1,9%,-4%,-2,-6,-1
O=C(NC1C2CC3CC(C2)CC1C3)c1ccc2c(c1)OCO2 (stereo not given),2%,-1%,4%,-37%,?,-3%,0%,-3,-1,-17
O=c1c2c3nc4ccccc4nc3n(CCN3CCOCC3)c2ncn1CCN1CCOCC1,/,/,/,-35%,/,/,157%[activator],/,-9,2
COc1cc(C(O)c2nc3ccccc3n2C(C)C)cc(OC)c1OC (stereo not given),3%,-13%,-9%,-5%,-9,1%,-2%,0,-4,2
O=c1c2sccc2nc(SCc2cc(=O)n3ccccc3n2)n1-c1ccc(Br)cc1,2%,11%,-1%,-7%,-2,-16%,/,-1,-32,-1
O=C(NCC(c1ccco1)N1CCCCC1)c1ccc2c(c1)S(=O)(=O)c1ccccc1C2=O (stereo not given),0%,3%,1%,-55%[inhibitor],-2,?,12%,0,-5,/
CCc1ccccc1S(=O)(=O)Cc1ccc(C(=O)NCCc2ccccc2)o1,1%,-2%,-3%,2%,3,-4%,-4%,0,-14,0
COc1ccccc1NC(=O)Cn1ncc2c1-c1ccccc1OC2,-2%,-7%,1%,-22%,1,?,17%,-5,4,11
COc1ccccc1CNC(=O)c1cc(-c2ccccc2C)nn1CC1CC(c2cccnc2)=NO1 (stereo not given),/,/,17%,-6%,3,/,-7%,/,2,-9
O=C(c1cc(COc2ccc(F)cc2F)on1)N1CCSCC1,0%,-2%,9%,-7%,?,-15%,-1%,3,7,8
O=C(Cn1nc(-c2ccccc2)ccc1=O)NCCN1CCN(Cc2ccccc2)CC1,0%,-10%,/,4%,1,7%,3%,1,-5,1
COc1ccc(N2CCN(C(=O)Nc3ccccc3Cl)CC2)cc1,4%,-3%,2%,8%,6,-8%,0%,1,8,20
O=C(COC(=O)c1cccc(F)c1)Nc1ccc2c(c1)OCCO2,/,/,-2%,43%,16,/,-5%,/,17,7
CC(C)NC(=O)C(c1ccc(F)cc1)N(C(=O)CCC(=O)Nc1ccccn1)C1CCCCC1 (stereo not given),-1%,11%,1%,-21%,4,-1%,5%,0,-12,-11
COc1ccc(S(=O)(=O)N2CCOCC2)cc1NC(=O)COC(=O)CCS(=O)(=O)c1ccc(C)cc1,/,/,/,-37%,/,/,-2%,/,0,6
CC(C)Cn1c(SCC(=O)O)nnc1-c1cccc(S(=O)(=O)N2CCOCC2)c1,/,/,9%,-4%,/,/,5%,/,9,-11

# Compounds were not picked by outcome. Share with any hit: about 2%.
